proCasp3 act = procaspase-3 (human) activation. 330,000 compounds, 0.11% hits. activation, % at 8.5 µM. P42574. AID 463141. recombinant procaspase-3 D3A, Ac-DEVD-pNA absorbance 405 nm;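 active = activation above the mean of all tested compounds plus 3 SD, cut at about 21% in these data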;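 note: 0% = DMSO alone and 100% = DMSO wells spiked with extra 5 µM PC-3 D3A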
Target sequence (P42574 whole entry D9A/D28A/D175A): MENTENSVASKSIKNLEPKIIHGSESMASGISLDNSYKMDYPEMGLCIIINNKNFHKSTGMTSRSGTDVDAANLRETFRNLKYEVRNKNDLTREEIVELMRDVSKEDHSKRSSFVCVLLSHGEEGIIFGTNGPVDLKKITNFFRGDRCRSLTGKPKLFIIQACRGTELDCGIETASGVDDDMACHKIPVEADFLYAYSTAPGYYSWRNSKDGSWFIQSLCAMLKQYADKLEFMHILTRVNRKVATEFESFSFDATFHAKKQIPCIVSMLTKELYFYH
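Technique: 405 nm absorbance of p-nitroaniline, reads at 0 and 120 min; Test system: Procaspase-3 D3A mutant; Incubation: 1 h enzyme-compound preincubation, then 2 h substrate reaction, 25 °C; Repeats: singlicate, each compound tested once; Benchmarks: low control DMSO wells, high control DMSO plus 5 µM PC-3 D3A.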
proCasp7 act = activates human procaspase-7, counter-screen for procaspase-3 activators; 330,000 compounds, 0.093% hits; activation, % at 8.5 µM; recombinant procaspase-7, Ac-DEVD-pNA absorbance 405 nm; D23A/D198A/D206A triple mutant, cannot self-cleave; scale: DMSO 0, 5 µM enzyme 100; P55210;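 active = percent activation above the screen-wide mean plus 3 SD, cut at about 25% in these data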
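Assay system: Uncleavable procaspase-7 mutant enzyme / Input: 2 µM procaspase-7 mutant as dispensed / Dosing: single nominal 8.5 µM compound dose, 0.8% DMSO final / Timing: 1 h enzyme–compound preincubation and 2 h substrate reaction, both 25 °C / Detection: p-Nitroaniline absorbance at 405 nm, read at 0 and 120 min / Replication: singlicate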
PP5 primary = inhibitors of human protein phosphatase 5 (PP5); P53041; purified PP5c, OMFP substrate fluorescence; inhibition, % at 6.7 µM; 320,000 compounds, 0.18% hits;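 active = inhibition above the campaign's mean inhibition across all tested compounds plus 3 SD, cut at about 9.5% in these data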;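 note: 0% = DMSO only and 100% = 100 µM cantharidin control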
PP1 counter = blocks human PP1-alpha phosphatase, a PP5 counter-screen; P62136; purified PP1alpha, OMFP fluorescence; inhibition, % at 6.7 µM; 320,000 compounds, 0.9% hits; AID 2235;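 active = inhibition above the mean inhibition of all tested compounds plus 3 SD, computed separately for each screening campaign, cut at about 15% in these data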
HCV core dimer = HCV core protein dimerization inhibition; TR-FRET GST/Flag-core106 dimerization, 1536-well; 300,000 compounds, 0.33% hits; inhibition, % at 5 µM;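 active = inhibition above the mean of all tested compounds plus 3 SD, set per screening campaign, cut at about 45% in these data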
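Assay system: tagged HCV core106 pair (GST and Flag); medium: KF-containing HEPES buffer, pH 7.45, DTT, CHAPS, BSA; also added: Eu donor and XL665 acceptor anti-tag antibodies; dosing: 5 µM single dose; timing: compound-protein-antibody incubation 4 h at 22.5 °C; signal: TR-FRET 671 and 617 nm emission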
Fh CTSL1 inh = cathepsin L1 inhibition, PFM18AAP counter-screen. recombinant F. hepatica cathepsin L1, Z-Leu-Arg-MCA fluorescence. 300,000 compounds, 0.49% hits. inhibition, % at 5.96 µM;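 active = inhibition above the mean of all tested compounds plus 3 SD, set per screening campaign, cut at about 17% in these data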;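 note: 0% = plate median of test compound wells and 100% = 1 µM Z-Phe-Ala-diazomethylketone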
GRK2 aptamer HTS = inhibitors of human GRK2 displacing RNA aptamer | P25098 | bead flow cytometry, FAM-aptamer displacement from GRK2 | inhibition of aptamer binding, % at 10 µM | 330,000 compounds, 0.59% hits;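 active = inhibition of aptamer binding above 40%, roughly 3 SD of noise, on plates passing a quality check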;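 note: median bead fluorescence of bound FAM aptamer so fluorescent compounds give negative values; no value below 0 was filed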
JMJD2C inh = inhibitors of human GASC-1 (JMJD2C) demethylase. GST-JMJD2C(1-420) H3K9me3 demethylation, DELFIA europium. AID 2099. 330,000 compounds, 0.069% hits. inhibition, % at 2.35 µM. Q9H3R0;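 active = more than half of a compound's replicate wells show inhibition beyond 50%, single wells judged on their own value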;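 note: signal counts dimethyl H3K9 product captured on neutravidin plate; 0% = median of DMSO wells and 100% = 0.3 times that DMSO median; strong numbers were not always called active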
Target sequence (Q9H3R0 1-420 limits assumed): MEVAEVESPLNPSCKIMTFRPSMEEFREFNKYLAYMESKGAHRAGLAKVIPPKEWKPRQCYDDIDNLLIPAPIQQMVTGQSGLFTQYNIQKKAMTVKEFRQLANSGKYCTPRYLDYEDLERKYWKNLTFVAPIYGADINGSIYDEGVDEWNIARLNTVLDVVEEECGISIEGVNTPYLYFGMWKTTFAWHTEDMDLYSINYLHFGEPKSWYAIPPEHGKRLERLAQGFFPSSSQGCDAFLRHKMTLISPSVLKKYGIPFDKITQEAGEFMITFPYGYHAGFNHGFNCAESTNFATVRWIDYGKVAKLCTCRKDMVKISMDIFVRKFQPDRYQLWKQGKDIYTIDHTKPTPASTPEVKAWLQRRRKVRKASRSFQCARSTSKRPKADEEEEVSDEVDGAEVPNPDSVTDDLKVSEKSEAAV
VLA-4 inh = inhibition in a human VLA-4 binding assay | P13612 | VLA-4 expressing cells, ligand binding flow cytometry | inhibition, % (about 7 µM as worked out from the volumes in the protocol) | 330,000 compounds, 0.2% hits; in the data active = inhibition above about 50%
* hit, by the source's call; x = no result given.

SMILES	proCasp3 act	proCasp7 act	PP5 primary	PP1 counter	HCV core dimer	Fh CTSL1 inh	GRK2 aptamer HTS	JMJD2C inh	VLA-4 inh
O=C1NC(Cc2ccccc2)c2nc3ccc(Cl)cc3c(=O)n2-c2ccccc21 (stereo not drawn)	4	-2	x	x	x	x	3	x	14
COc1ccccc1N1CCN(C(=O)/C=C/c2cccc([N+](=O)[O-])c2)CC1	0	2	1.2	-1	2	3	1	8	-5
O=C(CNC(=O)c1cccc(F)c1)OCC(=O)N1CCN(C(=O)c2ccco2)CC1	-1	3	-0.5	-4	1	6	0	-19	-6
Cc1nc(NC(=O)c2ccc(-c3cc4ccccc4oc3=O)cc2)ccc1Br	0	0	1.4	-1	-3	-4	0	7	43
O=C(CSc1nnc(C2CC2)n1C1CC1)c1ccccc1F	6	0	-0.2	-1	x	x	0	2	-40
CCn1cc(S(=O)(=O)c2cccc(C)c2)c(=O)c2cc(F)c(N3CCN(C)CC3)cc21	2	2	-0.6	-1	13	1	0	-1	2
CCc1cc(C(=O)c2ccccc2)c(N)s1	1	-7	3.1	-2	-2	8	0	4	-2
CCOC(=O)c1sc(-c2cccc(C(F)(F)F)c2)nc1O	-30	-29	-2.2	18*	4	1	0	12	22
COc1ccc(NC(=O)NC2(C(=O)N3CCN(C)CC3)CCCCC2)cc1	1	-4	-1.3	0	5	3	1	0	-3
CCc1cc(=O)oc2cc(OC(C)C(=O)NCc3ccccn3)ccc12 (stereo not drawn)	2	-5	0.4	1	-3	-1	3	6	10

Some entries already given, limited to proCasp7 act.
SMILES | proCasp7 act
O=C(CNC(=O)c1cccc(F)c1)OCC(=O)N1CCN(C(=O)c2ccco2)CC1 | 3
Cc1nc(NC(=O)c2ccc(-c3cc4ccccc4oc3=O)cc2)ccc1Br | 0

Carrying on:
SMILES	proCasp3 act	proCasp7 act	PP5 primary	PP1 counter	HCV core dimer	Fh CTSL1 inh	GRK2 aptamer HTS	JMJD2C inh	VLA-4 inh
O=C(Nc1ccccc1)C1C2CCC3C(CCC21)C3(Cl)Cl (stereo not drawn)	-5	10	3.7	0	3	2	0	17	8
CC(=O)Nc1ccc(Nc2ncnc3c2cnn3-c2ccc(C)cc2C)cc1	4	6	0.9	-1	2	2	0	-5	2
Cc1cc(S(=O)(=O)NCc2ccc(S(N)(=O)=O)cc2)c(C)s1	-14	11	1.8	-1	-3	1	0	4	11
NC(=O)c1nsc(C(=O)N(Cc2ccco2)C(C(=O)NCc2ccccc2)c2ccc(O)cc2)c1N (stereo not drawn)	0	-5	2.4	3	-10	-3	6	-9	-19
CC(C)NC(=O)N(O)C1N(Cc2ccc3c(c2)OCO3)C(=S)SC1(C)C (stereo not drawn)	-2	15	0.7	0	-3	-2	2	0	9
O=C(Cc1coc2cc3c(cc12)CCC3)NCC1(N2CCCCC2)CCCCC1	1	-7	0.8	4	8	6	0	5	7
CCc1cccc(NC(=O)CCc2nc(-c3cccs3)no2)c1	2	2	0.3	3	-7	2	0	5	-31
Cc1ccc(C2=Nc3ccccc3NC(C)(c3ccc(C)o3)C2)o1 (stereo not drawn)	2	-11	0.7	0	12	3	1	4	-1
Cc1cc(C)cc(NC(=O)CCC(=O)Nc2cc(C)on2)c1	2	-5	1.9	-2	1	-2	0	1	0
COc1ccc(NC2CCCN(C(=O)CSc3ccccn3)C2)cc1OC (stereo not drawn)	-15	-18	1.1	1	-2	-4	0	0	4
Cc1ccc(C)c(N2CCN(C(=O)c3ccc(CS(=O)Cc4cccc(Cl)c4)o3)CC2)c1 (stereo not drawn)	-3	1	2.7	4	7	0	0	-9	-3
N=c1c2c3c(sc2ncn1CCCO)CCCC3	4	20	-0.1	-2	-3	-3	0	-2	3
O=C1C(=O)N(CCS(=O)(=O)c2ccccc2)c2ccc(Cl)cc21	-17	-26	-0.1	1	11	3	0	-1	8
O=C(Nc1cccc(OCC(=O)N2CCOCC2)c1)c1ccc(C(F)(F)F)cc1	7	9	-0.7	-1	-4	5	0	2	4
CCOc1ccc(-n2c(N)c(C(=O)N3CCN(C)CC3)sc2=S)cc1	1	-14	-0.5	-3	5	1	0	1	-1
COc1ccc(NC(=O)Nc2cnccn2)cc1OC	-8	-9	1.1	-2	-4	-2	0	-37	-12
FC(F)(F)c1cccc(N2CCc3cn[nH]c32)c1	8	0	0.5	3	-16	3	0	-39	-6
CCc1cc2c(=O)c(-c3nc(C)cs3)c(CCCC(=O)O)oc2cc1O	-9	2	-1.1	-3	6	3	2	-1	3
Cc1cc(C(=O)OCC(=O)NCc2ccc(Cl)cc2Cl)c(C)o1	0	9	2.0	-2	x	x	0	-25	8
Cc1ccc(CN2CCN(Cc3cccn3-c3ccccn3)CC2CCO)o1 (stereo not drawn)	-4	-6	1.4	-2	-6	-1	3	13	5

Full records as entered above:
FC(F)(F)c1cccc(N2CCc3cn[nH]c32)c1 is listed with proCasp3 act = 8; proCasp7 act = 0; PP5 primary = 0.5; PP1 counter = 3; HCV core dimer = -16; Fh CTSL1 inh = 3; GRK2 aptamer HTS = 0; JMJD2C inh = -39; VLA-4 inh = -6
Cc1cc(C(=O)OCC(=O)NCc2ccc(Cl)cc2Cl)c(C)o1 is listed with proCasp3 act = 0; proCasp7 act = 9; PP5 primary = 2.0; PP1 counter = -2; HCV core dimer = x; Fh CTSL1 inh = x; GRK2 aptamer HTS = 0; JMJD2C inh = -25; VLA-4 inh = 8

In the list so far, these have an aryl thioether with sulfur outside any ring.
SMILES	proCasp3 act	proCasp7 act	PP5 primary	PP1 counter	HCV core dimer	Fh CTSL1 inh	GRK2 aptamer HTS	JMJD2C inh	VLA-4 inh
O=C(CSc1nnc(C2CC2)n1C1CC1)c1ccccc1F	6	0	-0.2	-1	x	x	0	2	-40
COc1ccc(NC2CCCN(C(=O)CSc3ccccn3)C2)cc1OC (stereo not drawn)	-15	-18	1.1	1	-2	-4	0	0	4

(cont.)
SMILES	proCasp3 act	proCasp7 act	PP5 primary	PP1 counter	HCV core dimer	Fh CTSL1 inh	GRK2 aptamer HTS	JMJD2C inh	VLA-4 inh
COC(=O)N/N=C/c1cc(Cl)cc(Cl)c1OCc1ccc(F)cc1	2	4	-1.6	5	-1	3	3	-2	3
CCOc1ccc(C(=O)/C=C/Nc2ccc(S(=O)(=O)Nc3onc(C)c3C)cc2)cc1	-3	5	3.6	1	17	6	0	-14	14
COc1ccc(N2CC(O)(c3ccc(OC(F)F)cc3)[N+]3=C2CCCC3)cc1 (stereo not drawn)	4	8	-0.4	-1	6	6	0	4	-5
COCc1n[nH]c(=S)n1-c1cccc2ccccc12	-12	-2	3.5	4	-4	-2	1	x	0
C=CCn1c(=O)/c(=C/c2ccc(Cl)cc2)s/c1=C(/C#N)c1nnc2n1CCCCC2	-7	9	-0.5	4	12	-1	1	-2	9
CSc1nc(NS(=O)(=O)c2cc(C)c(Cl)cc2Cl)nn1C	-9	-10	2.4	-1	-3	2	1	5	-10
O=C(Nc1nnc(Cc2ccc([N+](=O)[O-])cc2)s1)Nc1ccccc1F	5	4	2.9	-3	1	-1	3	8	12
CCOc1ccccc1Oc1c(C)oc2cc(OC(=O)N3CCOCC3)ccc2c1=O	-1	-3	2.3	-1	-11	-1	2	4	19
Cc1cc(C)nc(NC(=O)CCC2CCCC2)c1	5	13	3.1	-5	-2	-5	1	-6	0
C=CCN(c1nc(C)cc(OC)n1)S(=O)(=O)c1ccccc1	1	3	2.4	4	-4	-1	0	3	-5
O=C(CSc1nnc(-c2cccnc2)n1Cc1ccccc1)NCc1ccccc1	-1	7	2.2	-2	-2	-3	0	-3	11
Cc1cccc(-n2cc(C#N)c(=O)[nH]c2=O)n1	-2	6	2.5	-4	7	-4	3	1	1
COc1ccc(N(CC(=O)Nc2ccc3c(c2)OCCO3)S(=O)(=O)c2cccnc2)cc1	4	1	-1.2	-1	1	1	0	-1	-9
COc1cccc(-c2nc(C=O)cs2)c1	5	-1	3.3	5	3	5	1	-2	-1
Cc1c(Cc2ccc3c(c2)OCO3)sc(NC(=O)c2ccc3ccccc3c2)c1C(N)=O	-2	-13	-0.7	-2	8	-4	0	-4	-2
COc1ccc(NC2CCCN(C(=O)CCN3CCCC3=O)C2)cc1 (stereo not drawn)	-8	2	-1.1	-5	1	1	1	1	9
Clc1ccc(-c2nc3ccncc3[nH]2)cc1	-12	-15	0.1	0	-2	-1	2	3	9
CC(CN1CCOCC1)OC(=O)c1ccc(Cl)cc1Cl (stereo not drawn)	1	-11	0.4	0	4	2	0	5	-1
CCCOc1ccc(N2C(=O)CC(N(CCOC34CC5CC(CC(C5)C3)C4)C(C)=O)C2=O)cc1 (stereo not drawn)	-4	9	1.4	2	4	6	1	-26	9
CCOC(=O)[C@@H]1[C@H]2COc3ccccc3[C@@H]2N2C(=O)N(c3ccc(C)cc3)C(=O)[C@]12C	-2	0	4.7	4	-8	5	1	-8	-10
O=C(COC(=O)/C=C/c1ccccc1)Nc1cccc(Oc2ccccc2)c1	8	2	2.1	0	6	-3	1	0	-7
COCCN(CC(=O)NCc1ccc(F)cc1)C(=O)CCC(=O)Nc1ccccn1	4	11	-1.6	0	-8	0	3	35	-1
